# High-throughput results (PubChem)
# GLP-1R agonist – GLP-1 receptor (human) agonism | P43220 | Potency, µM (titrated, usually from 45.6 µM), inactives show at the highest dose activation, actives largely listed as activators | HEK293 GLP-1R CRE-luciferase, luminescence, 4-6 h; cells express a hypersensitive GLP-1R form | AID 624172 | actives 0.007% (n = 380,000); note: potency is the fitted concentration of half-maximal effect; % of control where 0% means no effect
# IL2 activator – activators of IL-2 | IL-2 activation reporter assay, cell-based qHTS; stimulated with anti-CD3/CD4/CD28 beads; in transgenic mouse T cells | activation, % (series mostly up to about 46 µM) | actives 0.065% (n = 360,000) | AID 652025; in the data active = activation above about 50%; inconclusive = mostly about 30% to 49%; note: 0% is about no effect
#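 Quantitative HTS in unstimulated transgenic mouse T cells, with memory T cells as non-tolerant control and PMA/ionomycin as tolerance-bypass control. Compound pretreatment lasted 60 minutes before 18 h bead stimulation; EGFP/DsRed fluorescence read.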
# EPAC1 agonist – activates human EPAC1 exchange factor; O95398; EPAC1 agonist qHTS, biochemical assay; response scale: 100% = response to 6.5 mM cAMP; Potency, µM (doses to about 154 µM), for the others: at the highest dose activation, most hits filed as activators; actives 0.073% (n = 360,000); AID 720707; note: potency is the fitted concentration of half-maximal effect; nearly all actives have a fitted effect of over 60% in size
# Target sequence (O95398 whole entry, looked up): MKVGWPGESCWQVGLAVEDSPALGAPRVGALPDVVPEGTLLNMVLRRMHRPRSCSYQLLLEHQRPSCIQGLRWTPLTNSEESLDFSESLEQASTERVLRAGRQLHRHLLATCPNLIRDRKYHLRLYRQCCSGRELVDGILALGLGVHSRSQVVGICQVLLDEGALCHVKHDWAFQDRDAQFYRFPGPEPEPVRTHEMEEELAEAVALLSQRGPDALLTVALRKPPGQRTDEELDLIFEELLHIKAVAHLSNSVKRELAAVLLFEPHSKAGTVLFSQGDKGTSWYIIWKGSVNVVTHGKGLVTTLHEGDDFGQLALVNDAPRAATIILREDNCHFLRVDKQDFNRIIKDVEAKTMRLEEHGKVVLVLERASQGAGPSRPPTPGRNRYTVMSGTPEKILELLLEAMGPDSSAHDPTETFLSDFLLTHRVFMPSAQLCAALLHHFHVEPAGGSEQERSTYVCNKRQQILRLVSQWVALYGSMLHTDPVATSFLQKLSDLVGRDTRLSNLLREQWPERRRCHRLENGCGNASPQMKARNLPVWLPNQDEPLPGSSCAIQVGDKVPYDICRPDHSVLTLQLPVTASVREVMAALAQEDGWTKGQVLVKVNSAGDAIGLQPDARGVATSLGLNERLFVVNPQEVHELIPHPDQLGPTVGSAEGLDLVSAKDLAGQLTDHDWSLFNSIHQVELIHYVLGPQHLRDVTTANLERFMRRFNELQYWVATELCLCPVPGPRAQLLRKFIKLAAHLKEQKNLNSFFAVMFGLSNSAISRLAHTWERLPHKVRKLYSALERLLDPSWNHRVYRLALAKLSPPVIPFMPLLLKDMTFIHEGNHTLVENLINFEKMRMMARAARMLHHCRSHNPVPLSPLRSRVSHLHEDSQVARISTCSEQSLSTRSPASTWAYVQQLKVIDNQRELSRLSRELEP
#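 Multi-concentration qHTS readout: loss of Rap1B-bound BODIPY-GDP fluorescence driven by 100 nM EPAC1 with excess GDP (50 uM), monitored kinetically at room temperature; agonist response expressed relative to 6.5 mM cAMP.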
# HEK293 tox – cytotoxic in the GLP-1 receptor inverse agonist counter-screen; HEK293 cAMP-luciferase reporter cells, luminescence, 24 h; Potency, µM (titrated, usually from 38.3 µM), for the others: at the top dose activity change, negative = inhibition, hits mostly inhibitors; actives 0.13% (n = 410,000); AID 624418;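 note: loss of luciferase light is scored as toxicity; potency is the fitted concentration of half-maximal effect; % is set by controls: 0 for no effect and ±100 for the full control effect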
#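 1536-well qHTS counterscreen of the MLSMR; 200 cells/uL, 12 h pre-incubation, 23 nL cpd, 24 h at 37 deg C 5% CO2, luciferase detection reagent, 12 min RT, luminescence. Inhibition = undesired.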
# PI5P4K alpha inh – inhibitors of human PI5P4K alpha; P48426; PI5P4Kalpha enzyme, ADP-Glo luminescence, 60 min; hits give low values; max response, %; actives 1.2% (n = 330,000); active = max response of -50% or lower; inconclusive = between -30% and -50%; inactive = -30% or higher; note: value at the top dose of about 77 µM; % is set by controls: 0 for no effect and ±100 for the full control effect
#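 Compounds were pin-transferred onto PI5P4Kalpha and substrate in HEPES pH 7.4 buffer with EGTA, CHAPS and 5% DMSO. ATP (5 microM final) started the reaction, which ran 60 minutes at room temperature before ADP-Glo detection.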
# PTHR1 agonist – agonists of human PTHR1 parathyroid hormone receptor | Q03431 | HEK293 GP2 PTHR1 cells, GloSensor cAMP luminescence, 1 h | Potency, µM (doses to about 115 µM), without a hit: top-dose activation, most hits filed as activators | actives 0.075% (n = 410,000); note: potency is the fitted concentration of half-maximal effect; nearly all actives have a fitted effect of over 55% in size; some results filed as inactive show a strong effect at the top dose; inactives centre near -15; many of its hits are not listed in these tables
#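 HEK-293-derived GP2 cells expressing PTHR1 and a GloSensor cAMP reporter, 3,000/well, plated overnight, given luciferin plus IBMX (each 0.5 mM as added) for 1 h at 37 °C, then compound for 1 h at 37 °C. Luminescence was read after 15 min at room temperature.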
# PLK1 PBD block – PLK1 (human) polo-box domain binding inhibition; Potency, µM, for the others: max response, negative = inhibition, hits mostly inhibitors; Plk1 PBD binding of FITC phosphopeptide, fluorescence polarization; actives 2.8% (n = 360,000); AID 720504; note: potency is the fitted concentration of half-maximal effect; series mostly up to about 57 µM; % is set by controls: 0 for no effect and ±100 for the full control effect; nearly all actives have a fitted effect of over 65% in size
# GLP1R inv ag – GLP-1 receptor (human) inverse agonism | P43220 | HEK293 GLP-1R CRE-luciferase, luminescence, 24 h; GLP-1R form is constitutively active | Potency, µM (highest dose often 38.3 µM), for inactives: at the highest dose activity change, negative = inhibition, actives largely listed as inhibitors | actives 1.6% (n = 410,000) | AID 624417; note: potency is the fitted concentration of half-maximal effect; % is set by controls: 0 for no effect and ±100 for the full control effect; nearly all actives have a fitted effect of over 55% in size
#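 Using stably transfected HEK293 (constitutively active GLP-1R, cAMP-luciferase reporter), compounds were incubated 24 hr and luciferase measured by luminescence.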
# EPAC1 antag – blocks human EPAC1 exchange factor; EPAC1 GEF assay, Rap1b-BODIPY-GDP exchange fluorescence; Potency, µM (series often up to 115 µM), inactives show top-dose activity change, negative = inhibition, usual class: inhibitors; actives 0.14% (n = 360,000);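 note: potency is the fitted concentration of half-maximal effect; plate controls were vehicle for no effect and positive control for full effect; nearly all actives have a fitted effect of over 50% in size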
# Numbers without * were called inactive; i = inactive; ? = inconclusive; / = not tested or not shown; [ ] = remark or other dose. Unless noted, calls come from the whole dose curve; as a rule, active = well fitted curve in the direction sought with a large enough effect; inconclusive = small, poorly fitted or top-dose-only effect, or another doubt; inactive = no such curve, though single readings can be large; an effect the other way counts as inactive or inconclusive. These rows are one share of the data; rates above refer to the full screens.
# Screens by letter: A = GLP-1R agonist; B = IL2 activator; C = EPAC1 agonist; D = HEK293 tox; E = PI5P4K alpha inh; F = PTHR1 agonist; G = PLK1 PBD block; H = GLP1R inv ag; I = EPAC1 antag
CC(=NNC(N)=O)C1=C(O)C(C(C)C)NC1=O (configuration not stated)
  A: -1% | B: 0.1 | C: 5% | D: -3% | E: -2 | F: -11% | G: 0% | H: 27% | I: 6%

CCOC(=O)CCc1c(C)c2ccc3c(c2oc1=O)CN(CCCO)CO3
  A: -7% | B: 0.1 | C: 0% | D: 465%[activator] | E: 0 | F: 10% | G: -13% | H: 15% | I: -8%

NC(=O)CC(NC(=O)c1ccccc1)c1ccc(N2CCC(Cc3ccccc3)CC2)c([N+](=O)[O-])c1 (configuration not stated)
  A: 1% | B: -5.0 | C: -9% | D: -41% | E: 3 | F: -42%[inhibitor] | G: -9% | H: ? | I: -11%

C=CCNC(=O)C1CC(=O)N(c2ccc(OCC(=O)Nc3c(C)cccc3C)cc2)C1 (configuration not stated)
  A: 1% | B: -0.1 | C: 1% | D: 5% | E: 1 | F: i | G: 1% | H: 1% | I: -16%

Cc1cccc(NC(=O)CSc2nnc(CCCCCNC(=O)OC(C)(C)C)o2)c1C
  A: -4% | B: -2.3 | C: -5% | D: -12% | E: 2 | F: -13%[57.5 µM] | G: -4% | H: 5% | I: 11%

CC(C)N(Cc1ccccc1)C(=S)NCc1ccccc1
  A: 5% | B: 0.0 | C: -1% | D: 3% | E: -6 | F: -24% | G: ? | H: ? | I: -2%

O=S1(=O)CCOC[C@H](Cc2ccccc2)N1Cc1ccc(Cl)cc1
  A: 17% | B: -0.7 | C: 3% | D: 8% | E: 19 | F: -42%[inhibitor] | G: -3% | H: ? | I: -5%

COc1ccc(NC(=O)CN(C)C(=O)c2ccc(N3CCOCC3)c([N+](=O)[O-])c2)cc1
  A: 1% | B: -1.5 | C: 8% | D: 17% | E: 7 | F: -17% | G: -6% | H: 30% | I: 9%

CCN(CC)S(=O)(=O)c1cccc(NC(=O)Nc2cccc(C(F)(F)F)c2)c1
  A: -9% | B: -3.3 | C: 19% | D: ? | E: / | F: i | G: 1% | H: 7.9µM* | I: -11%

O=C(NCc1ccccc1)C1(c2ccccc2)CCN(S(=O)(=O)c2ccccc2)CC1
  A: -13% | B: 0.1 | C: 2% | D: -15% | E: / | F: i | G: -8% | H: 0% | I: -1%

COc1ccc(OCC(O)CNC(=O)Nc2ccc(F)cc2)cc1 (configuration not stated)
  A: 4% | B: 0.5 | C: 3% | D: 8% | E: 6 | F: -4% | G: 5% | H: -7% | I: 9%

CCc1nnc(NS(=O)(=O)c2ccc(NC(=O)c3ccc(S(=O)(=O)N(CC)CC)cc3)cc2)s1
  A: -1% | B: 0.5 | C: -4% | D: 2% | E: 1 | F: i | G: -22% | H: 8% | I: -6%

CC(C(=O)OCC(=O)c1ccc(Br)cc1)N1C(=O)C2C3C=CC(C3)C2C1=O (configuration not stated)
  A: 5% | B: 1.7 | C: 5% | D: 2% | E: 0 | F: -18% | G: -9% | H: -23% | I: -10%

COc1ccccc1C(CNC(=O)c1ccc(NS(=O)(=O)c2ccc3c(c2)OCCO3)cc1)N(C)C (configuration not stated)
  A: 3% | B: -5.2 | C: -1% | D: -3% | E: 2 | F: i | G: -8% | H: -19% | I: -5%

C=CCNC(=O)CC(=O)N/N=C/c1ccccc1F
  A: -2% | B: -1.0 | C: 6% | D: 2% | E: / | F: -4%[57.5 µM] | G: -5% | H: 8% | I: 2%

CCn1ccc2cc(S(=O)(=O)N3CCCN(C(=O)Nc4ccc(C)cc4)CC3)ccc21
  A: -4% | B: / | C: / | D: -10% | E: / | F: -19% | G: / | H: -23% | I: /

Cc1ccccc1OC(C)C(=O)NCc1cccnc1 (configuration not stated)
  A: -2% | B: -0.3 | C: -1% | D: 5% | E: 0 | F: -24% | G: -6% | H: 2% | I: -12%

CCOc1ccc(C(C)NC(=O)c2cccs2)cc1OCC (configuration not stated)
  A: -2% | B: 0.2 | C: 11% | D: -1% | E: -2 | F: i | G: 3% | H: 16% | I: 4%

Cn1cc(S(=O)(=O)N2CCCCCC2)cc1C(=O)N1CCN(c2cccc(C(F)(F)F)c2)CC1
  A: -1% | B: / | C: / | D: -9% | E: / | F: -34%[inhibitor] | G: / | H: ? | I: /

COCCNC(=O)c1ccc(S(=O)(=O)c2ccc(Cl)cc2)c(NC(C)=O)c1
  A: -5% | B: 1.6 | C: 4% | D: 3% | E: 4 | F: -4% | G: -3% | H: -4% | I: 11%

O=C1NC2(CCCCCC2)C(=O)N1CCS(=O)(=O)Oc1ccccc1
  A: 16% | B: -0.2 | C: -1% | D: -10% | E: 16 | F: i | G: -4% | H: -11% | I: -1%

COc1ccc(C(CNC(=O)c2ccc(S(=O)(=O)N(C)C)cc2)N2CCCCC2)cc1 (configuration not stated)
  A: 0% | B: -0.4 | C: 3% | D: 2% | E: -2 | F: -24% | G: -4% | H: -28% | I: -27%

Cc1cccc(N(Cc2ccccc2)C(=O)c2ccc(F)c(S(=O)(=O)N3CCOCC3)c2)c1
  A: -3% | B: -2.1 | C: 7% | D: 11% | E: 14 | F: i | G: 2% | H: ? | I: -7%

COc1ccc(S(=O)(=O)N(CC(=O)NCC2CCCO2)c2ccccc2)cc1OC (configuration not stated)
  A: 1% | B: -2.5 | C: 5% | D: -2% | E: -1 | F: -14%[57.5 µM] | G: 0% | H: 6% | I: 12%

Clc1cccc(-c2nc(NCCCN3CCOCC3)c3ccccc3n2)c1
  A: 3% | B: -3.2 | C: 9% | D: -8% | E: 7 | F: i | G: -2% | H: 10µM* | I: -14%

# One compound at a time, as listed above. Screens in order: GLP-1R agonist	IL2 activator	EPAC1 agonist	HEK293 tox	PI5P4K alpha inh	PTHR1 agonist	PLK1 PBD block	GLP1R inv ag	EPAC1 antag
# `CC(=NNC(N)=O)C1=C(O)C(C(C)C)NC1=O` (configuration not stated) is listed as -1%	0.1	5%	-3%	-2	-11%	0%	27%	6%
# `C=CCNC(=O)C1CC(=O)N(c2ccc(OCC(=O)Nc3c(C)cccc3C)cc2)C1` (configuration not stated) is listed as 1%	-0.1	1%	5%	1	i	1%	1%	-16%
# `O=S1(=O)CCOC[C@H](Cc2ccccc2)N1Cc1ccc(Cl)cc1` is listed as 17%	-0.7	3%	8%	19	-42%[inhibitor]	-3%	?	-5%

# Next part:
# Screens by letter: A = GLP-1R agonist; B = IL2 activator; C = EPAC1 agonist; D = HEK293 tox; E = PI5P4K alpha inh; F = PTHR1 agonist; G = PLK1 PBD block; H = GLP1R inv ag; I = EPAC1 antag
COCCCn1nnnc1SCC(=O)Nc1nc(C)c(C)s1
  A: -1% | B: 1.0 | C: -9% | D: -8% | E: 0 | F: -4%[57.5 µM] | G: -15% | H: 0% | I: 1%

CCc1nc(SC)[nH]c(=O)c1C
  A: -5% | B: -0.8 | C: -4% | D: 0% | E: 0 | F: i | G: -2% | H: 11% | I: -6%

CCOc1ccc(S(=O)(=O)NCCC(=O)N(C)CC(=O)Nc2ccc(OC)cc2)cc1
  A: 0% | B: 0.1 | C: -11% | D: -8% | E: -5 | F: i | G: 2% | H: -2% | I: 9%

COc1ccc(-c2ocnc2C(=O)Nc2ccc3c(c2)CCC3)cc1
  A: -1% | B: 0.0 | C: 6% | D: -4% | E: 3 | F: i | G: 3% | H: 7% | I: 10%

Clc1ccc(OCCOCCN2CCCCC2)c(Br)c1
  A: 2% | B: -0.4 | C: -1% | D: 1% | E: 0 | F: i | G: -3% | H: -3% | I: -4%

CCOC(=O)/C=C/C(=O)Nc1ccc(S(=O)(=O)Nc2cc(C)on2)cc1
  A: 1% | B: 1.6 | C: 10% | D: -4% | E: 2 | F: i | G: -2% | H: 39%[activator] | I: -6%

CCn1c(=O)cc(OCC(=O)N2CCN(c3cccc(C(F)(F)F)c3)CC2)c2ccccc21
  A: -8% | B: -5.4 | C: 21% | D: ? | E: 2 | F: -16%[57.5 µM] | G: -9% | H: -5% | I: -13%

N#Cc1nc(-c2cccs2)oc1NCc1ccccc1
  A: 24% | B: -0.2 | C: 16% | D: 4% | E: -4 | F: -37%[inhibitor] | G: 0% | H: 16% | I: -8%

CC(C)(C)NC(=O)C(c1ccncc1)N(C(=O)c1csnn1)C1CC1 (configuration not stated)
  A: -3% | B: 8.9 | C: -1% | D: -9% | E: 2 | F: 2% | G: -4% | H: -18% | I: 5%

Cc1ccc2oc(=O)c3cnn(CC(=O)NC4CCC(C)CC4)c3c2c1 (configuration not stated)
  A: -6% | B: -0.8 | C: -23% | D: -4% | E: -1 | F: i | G: -3% | H: 15% | I: ?

CC(C)[C@@H]1CC[C@@H](C)C[C@H]1OC(=O)C[n+]1cc(-c2ccc(Cl)cc2)n2c1CCCCC2
  A: 5% | B: -3.8 | C: 0% | D: -22% | E: 16 | F: -35%[inhibitor] | G: -1% | H: ? | I: 17%

COc1ccc2oc(C)c(NC(C)=O)c2c1
  A: -8% | B: -3.6 | C: -1% | D: 5% | E: -2 | F: i | G: -8% | H: 0% | I: 1%

O=C(O)COc1ccc(NC(=O)c2ccc3c(c2)C(=O)N(CC2CCCO2)C3=O)cc1 (configuration not stated)
  A: -1% | B: 4.0 | C: 5% | D: 1% | E: 1 | F: i | G: -3% | H: 5% | I: 9%

CC(C)(CO)CNC(=O)CCc1nnc(Cc2ccc(-c3ccccc3)cc2)o1
  A: 5% | B: 0.4 | C: 3% | D: -1% | E: -7 | F: -4% | G: -5% | H: 9% | I: -5%

C=CCSc1nnc(-c2ccc([N+](=O)[O-])cc2)o1
  A: 3% | B: -0.8 | C: 0% | D: -10% | E: 8 | F: -48%[inhibitor] | G: -18% | H: 4% | I: -10%

CCn1c(SCC(=O)N2CCCC(C)C2)nnc1-c1ccc(S(=O)(=O)N2CCN(C)CC2)cc1 (configuration not stated)
  A: -4% | B: -2.0 | C: -4% | D: 2% | E: 0 | F: i | G: -4% | H: 17% | I: 15%

COc1cccc2c1OC1(C)CC2NC(=O)N1 (configuration not stated)
  A: 4% | B: -3.2 | C: 11% | D: 1% | E: / | F: -5%[57.5 µM] | G: -6% | H: 8% | I: 3%
